Bioassay records deposited in PubChem BioAssay by several laboratories.
GLD-1 TGE inh: GLD-1-TGE RNA interaction inhibition (C. elegans); Q17339; purified GLD-1 + fluorescein TGE RNA, fluorescence polarization; inhibition, % at 5.96 µM; hit rate 0.44% among 320,000; AID 2280;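 active = percent inhibition above a per-plate cutoff, the plate mean of test compounds plus 3 SD, cut at about 30% in these data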;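 also: 0% = DMSO wells with GLD-1 and probe and 100% = wells lacking GLD-1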
MEX-5 binding: C. elegans MEX-5 TCR-2 RNA binding activity; Q9XUB2; MEX-5/FITC-TCR2 RNA binding, fluorescence polarization; hits give low values; activity score (negative = inhibition of binding), % at 10 µM; hit rate 0.38% among 300,000; AID 1832;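 active = inhibition past about -25% in most replicates, and total fluorescence under double the plate's negative control median, limit read from the data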;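 also: 0% = DMSO and -100% = 5 µM competing unlabeled TCR2 RNA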
Target sequence (Q9XUB2 whole entry, looked up): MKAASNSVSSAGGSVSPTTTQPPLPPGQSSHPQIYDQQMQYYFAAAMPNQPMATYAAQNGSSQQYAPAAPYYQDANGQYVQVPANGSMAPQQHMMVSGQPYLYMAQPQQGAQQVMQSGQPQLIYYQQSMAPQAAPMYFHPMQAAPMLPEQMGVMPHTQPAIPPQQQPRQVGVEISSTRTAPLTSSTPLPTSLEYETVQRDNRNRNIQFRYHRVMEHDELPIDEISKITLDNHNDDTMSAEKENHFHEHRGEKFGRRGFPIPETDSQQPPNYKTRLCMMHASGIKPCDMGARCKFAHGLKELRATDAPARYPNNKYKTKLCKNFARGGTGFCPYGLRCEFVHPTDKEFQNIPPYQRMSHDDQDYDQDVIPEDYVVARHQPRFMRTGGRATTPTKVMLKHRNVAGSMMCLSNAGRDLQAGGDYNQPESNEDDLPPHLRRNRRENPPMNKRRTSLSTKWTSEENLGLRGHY
Efflux pump inh: blocks antifungal efflux pumps in multiplex yeast assay | S. cerevisiae Candida pump triplex, Nile Red efflux | hit rate 0.44% among 330,000 | AID 485275 | inhibition, % at 10 µM;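 active = plate passing quality check with inhibition over a set limit, or well fluorescence over plate mean plus 4 SD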;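 also: Nile Red retained in pooled yeast measured as flow cytometry median fluorescence; 0% = buffer negative control and 100% = Enniatin B positive control; higher means more Nile Red kept so more efflux inhibition; some compounds called inactive have numbers as strong as hits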
Fam108B inh: blocks mouse Fam108B hydrolase in RBBP9 counter-screen | recombinant Fam108B, FP-Rh probe fluorescence polarization | inhibition, % at 9.51 µM | hit rate 0.33% among 300,000 | AID 1947;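 active = inhibition above the screen mean inhibition plus 3 SD, computed separately per campaign, cut at about 18% in these data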;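 also: inhibitors lower polarization as less probe binds the enzyme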
Bcl-xL primary: blocks human Bcl-xL binding to Bim BH3 peptide. GST-Bcl-xL / FITC-Bim BH3 peptide fluorescence polarization. inhibition, % at 10.9 µM. hit rate 0.7% among 320,000. AID 2129;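 active = inhibition above the mean of all tested compounds plus 3 SD, cutoff set per campaign, cut at about 30% in these data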;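 also: 0% = DMSO wells and 100% = unlabeled Bim-BH3 peptide competitor; inhibitors lower millipolarization by displacing the labeled peptide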
GRK2 aptamer HTS: human GRK2 inhibition via aptamer displacement | P25098 | bead flow cytometry, FAM-aptamer displacement from GRK2 | inhibition of aptamer binding, % at 10 µM | hit rate 0.59% among 330,000;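 active = inhibition of aptamer binding above 40%, roughly 3 SD of noise, on plates passing a quality check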;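 also: median bead fluorescence of bound FAM aptamer so fluorescent compounds give negative values; no value below 0 was filed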
VLA-4 inh: inhibition in a human VLA-4 binding assay | VLA-4 expressing cells, ligand binding flow cytometry | inhibition, % (about 7 µM as worked out from the volumes in the protocol) | hit rate 0.2% among 330,000 | AID 2557; in the data active = inhibition above about 50%
MCL1-BIM inh: MCL1-BIM-BH3 interaction inhibition (human); Q07820; GST-MCL1 / FITC-Bim-BH3 fluorescence polarization; inhibition, % at 10.9 µM; hit rate 0.68% among 320,000; AID 2057;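 active = inhibition above the mean inhibition of all tested compounds plus 3 SD, set per campaign, cut at about 40% in these data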;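 also: 0% = DMSO wells and 100% = unlabeled Bim-BH3 peptide control; higher means more loss of mP so more displacement of Bim peptide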
PME-1 primary: PME-1 (human) inhibition; inhibition, % at 5.9 µM; AID 2130; recombinant PME-1, FP-Rh probe fluorescence polarization; hit rate 0.53% among 320,000; Q9Y570;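 active = inhibition above the campaign mean of all compounds plus 3 SD, cut at about 26% in these data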;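 also: competitive labeling of PME-1 active site by serine hydrolase directed probe; 0% = PME-1 with DMSO and 100% = wells lacking PME-1 enzyme; inhibitors block probe labeling so polarization falls and inhibition rises; many of its hits are not listed in these tables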
Target sequence (Q9Y570 whole entry, looked up): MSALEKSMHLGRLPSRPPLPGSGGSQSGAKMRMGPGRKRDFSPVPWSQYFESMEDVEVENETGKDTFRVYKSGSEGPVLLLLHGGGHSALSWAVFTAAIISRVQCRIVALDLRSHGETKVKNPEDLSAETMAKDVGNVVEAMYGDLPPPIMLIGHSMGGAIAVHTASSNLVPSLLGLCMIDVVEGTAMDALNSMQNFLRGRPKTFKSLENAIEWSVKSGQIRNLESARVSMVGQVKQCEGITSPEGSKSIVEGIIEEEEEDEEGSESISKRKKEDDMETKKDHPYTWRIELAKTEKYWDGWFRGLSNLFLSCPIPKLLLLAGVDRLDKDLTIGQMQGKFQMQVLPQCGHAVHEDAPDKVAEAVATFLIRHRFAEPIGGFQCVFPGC
* hit, by the source's call; x = no result given. This is a subset; the hit share may differ from the screen's.

SMILES	GLD-1 TGE inh	MEX-5 binding	Efflux pump inh	Fam108B inh	Bcl-xL primary	GRK2 aptamer HTS	VLA-4 inh	MCL1-BIM inh	PME-1 primary
c1ccc2c(c1)CCc1snnc1-2	-2	2.4	-0.1	-2	-2	x	-2	0	-3
CC(C)c1ccc(NC2=CC(=O)CC(C)(C)C2)cc1	0	-0.1	1.1	-1	8	3	20	-5	-5
CCc1cc(C(=O)O)c(NC(=O)c2cc(OC)c(OC)c(OC)c2)s1	2	-2.0	-0.2	0	4	2	4	4	11
COc1cc(C2c3c([nH]c(=O)[nH]c3=O)Nc3ccc4ccccc4c32)ccc1O (stereo not given)	1	-7.0	-0.3	15	12	13	9	5	6
Cc1cccc(-c2nnc3sc(-c4ccccc4C)nn23)c1	4	-0.4	0.2	-11	-2	2	0	-5	-4
O=S(=O)(c1ccc(=S)[nH]c1)N1CCCC1	2	x	-0.1	x	x	0	10	x	x
COC(=O)c1ccc(Nc2nc(C)cc(C)n2)cc1	-7	-1.2	-0.1	2	3	0	2	5	4
CCN(CC)C(C(=O)NC1CCCCC1)c1ccc(C)cc1 (stereo not given)	5	0.6	-0.1	2	6	1	5	8	-2
C/C(=N\OC(=O)c1ccc(F)cc1)c1sc(-c2ccccc2)nc1C	-1	0.8	-0.1	2	-1	5	11	-9	-7
Cc1cccc(SCc2noc(C(=O)NC(C)C)c2C(=O)O)c1	4	0.4	0.0	-4	3	0	-10	5	-8
COc1ccc2nc(N3CCCC(C(=O)NCCCN4C(C)CCCC4C)C3)sc2c1 (stereo not given)	-5	-1.5	-0.3	1	-5	0	11	-23	-5
CC1Nc2nc(N(C)C)[nH]c(=O)c2NC1C (stereo not given)	13	x	0.7	-10	27	15	5	29	-6
O=c1[nH]c(=O)n(-c2cc(Br)c(O)c(Br)c2)cc1Br	-3	-0.1	-0.1	-1	1	x	-1	-4	1
O=c1ccc2cc(S(=O)(=O)N3CCN(c4ccccc4)CC3)ccc2o1	-1	1.9	0.0	3	1	0	14	6	0
O=C(O)c1cccc(CSc2nnc(-c3ccco3)o2)c1	4	0.1	0.0	-6	4	6	-14	5	0
Cc1nnc(NC(=O)c2sc3ccccc3c2Cl)s1	-6	-5.4	0.0	-1	1	0	-3	-3	-3
COc1ccccc1C(=O)NCC(=O)N/N=C/c1cccc(Cl)c1	5	-1.3	-0.1	-3	5	6	9	-3	-8
Cc1cc(C(=O)COC(=O)/C=C/c2cccc(F)c2)c(C)n1C	5	1.3	0.0	1	-2	0	16	-10	-6
CCCCOc1ccc(N(CC(=O)NCCOC)C(=O)CCC(=O)Nc2ccccn2)cc1	11	-0.6	-0.1	0	7	3	16	0	-5
O=C(Cn1ncc2c3ccccc3n(Cc3ccccc3)c2c1=O)NCCCN1CCCC1=O	-6	1.1	0.1	1	-1	2	10	5	1

Part of the list above, in CSV form:
compound,GLD-1 TGE inh,MEX-5 binding,Efflux pump inh,Fam108B inh,Bcl-xL primary,GRK2 aptamer HTS,VLA-4 inh,MCL1-BIM inh,PME-1 primary
COc1cc(C2c3c([nH]c(=O)[nH]c3=O)Nc3ccc4ccccc4c32)ccc1O (stereo not given),1,-7.0,-0.3,15,12,13,9,5,6
Cc1cccc(-c2nnc3sc(-c4ccccc4C)nn23)c1,4,-0.4,0.2,-11,-2,2,0,-5,-4
O=S(=O)(c1ccc(=S)[nH]c1)N1CCCC1,2,x,-0.1,x,x,0,10,x,x
COC(=O)c1ccc(Nc2nc(C)cc(C)n2)cc1,-7,-1.2,-0.1,2,3,0,2,5,4
CCN(CC)C(C(=O)NC1CCCCC1)c1ccc(C)cc1 (stereo not given),5,0.6,-0.1,2,6,1,5,8,-2
C/C(=N\OC(=O)c1ccc(F)cc1)c1sc(-c2ccccc2)nc1C,-1,0.8,-0.1,2,-1,5,11,-9,-7
Cc1cccc(SCc2noc(C(=O)NC(C)C)c2C(=O)O)c1,4,0.4,0.0,-4,3,0,-10,5,-8
COc1ccc2nc(N3CCCC(C(=O)NCCCN4C(C)CCCC4C)C3)sc2c1 (stereo not given),-5,-1.5,-0.3,1,-5,0,11,-23,-5
CC1Nc2nc(N(C)C)[nH]c(=O)c2NC1C (stereo not given),13,x,0.7,-10,27,15,5,29,-6
O=c1[nH]c(=O)n(-c2cc(Br)c(O)c(Br)c2)cc1Br,-3,-0.1,-0.1,-1,1,x,-1,-4,1
O=c1ccc2cc(S(=O)(=O)N3CCN(c4ccccc4)CC3)ccc2o1,-1,1.9,0.0,3,1,0,14,6,0
O=C(O)c1cccc(CSc2nnc(-c3ccco3)o2)c1,4,0.1,0.0,-6,4,6,-14,5,0

Next part:
SMILES	GLD-1 TGE inh	MEX-5 binding	Efflux pump inh	Fam108B inh	Bcl-xL primary	GRK2 aptamer HTS	VLA-4 inh	MCL1-BIM inh	PME-1 primary
O=C(CNC(=O)C(c1ccccc1)c1ccccc1)N/N=C\c1ccc2c(c1)OCO2	7	1.1	-0.1	1	5	7	12	8	3
COC(=O)Nc1c(C)n(C)n(-c2ccccc2)c1=O	-1	0.9	0.0	3	1	4	-3	0	1
CCc1ccc(NC(=O)C(C)OC(=O)c2cc(=O)[nH]c3ccc(S(=O)(=O)Nc4ccc(F)cc4)cc23)cc1 (stereo not given)	7	0.5	0.0	-28	2	2	2	-7	-23
COc1cc(NC(=O)c2cc(-c3ccccc3Cl)on2)cc(OC)c1OC	-1	-0.8	0.1	5	4	x	10	4	10
CN1CCN(C(=O)c2ccc(-n3cccc3)cc2)CC1	1	-0.3	0.0	-3	3	1	-8	10	2
O=C(COC(=O)c1ccc(F)cc1F)Nc1ccc(Cl)cn1	3	x	-0.1	x	-3	0	20	-1	-5
Cc1ccc(C(=O)NNC2=Nc3cccc4cccc2c34)cc1	6	4.2	-0.3	3	0	0	-14	0	-1
Cc1ccc(C(=O)COC(=O)CSc2cccc3cccnc23)c(C)c1	3	0.9	-0.1	2	2	2	4	0	-3
CSCCC(N=C1NS(=O)(=O)c2ccccc21)C(=O)N1CCCC(C(N)=O)C1 (stereo not given)	0	-0.1	-0.1	3	1	5	17	-3	0
O=c1[nH]c2ccc(Cl)cc2c(-c2ccccc2)c1N1CCN(CCO)CC1	9	1.1	0.0	1	-1	0	6	1	2
Nc1c(Cl)cc(C2=NCCn3c2c2ccccc2[n+]3[O-])cc1Cl	-1	0.9	0.0	-5	8	1	-2	8	-3
O=C(Cn1cnc2c(nnn2-c2ccccc2)c1=O)N1CCCc2ccccc21	-1	4.0	0.1	-2	2	2	9	6	-1
O=C(NCCS(=O)(=O)NCCc1ccccc1)c1ccccc1	-1	0.1	-0.1	0	-1	1	28	6	6
CNC(=S)NCCc1cc2c(OC)ccc(OC)c2[nH]c1=O	4	0.0	-0.1	-1	1	0	7	6	1
CC(Oc1ccc2c(-c3ccccc3)cc(=O)oc2c1)C(=O)NCC(O)c1ccccc1 (stereo not given)	3	0.4	0.0	-2	6	3	22	6	9
O=C(C/C=N/OCc1ccccc1F)c1cnc(-c2ccc(Cl)cc2)s1	-9	-10	-0.1	-5	2	2	0	0	-5
COc1ccc(-c2nc(C#N)c(NCc3ccc(C)cc3)o2)cc1OC	0	3.0	-0.1	7	4	0	-2	2	6
O=C(CSc1nnc(-c2ccccc2O)n1Cc1ccccc1)NNC(=O)c1ccccc1O	9	0.3	29*	-5	0	0	2	0	4
Cc1nn(CC(=O)Nc2cc(S(=O)(=O)N(C)C)ccc2Cl)c(C)c1[N+](=O)[O-]	3	1.2	0.2	-8	-3	0	1	-4	9
CN(Cc1ccccc1)S(=O)(=O)c1ccc(NC(=O)c2ccccc2C(=O)O)cc1	-4	-1.9	0.1	-1	5	0	1	6	4
COCCCNC(=O)C1CCN(c2ncccn2)CC1	3	-1.5	-0.1	-4	2	0	-3	0	-11
Clc1ccc2nc3ccccn3c2c1	-1	0.3	0.0	-1	5	2	-1	3	-3
COc1ccc(NC(=O)C2CCN(C(=O)c3cccs3)CC2)c(OC)c1	1	1.3	0.2	2	2	1	6	2	0
COC(=O)c1cccc(COC(=O)c2ccccc2NC(=O)c2ccco2)c1	-11	-2.5	-0.1	-1	-1	3	1	4	-1
COc1ccc([C@H]2CC(=O)C=C(c3cc(C)ccc3OC)C2)cc1	-5	x	0.2	x	-4	2	-6	-2	2
Cc1c(C(=O)Nc2ccc3c(c2)OCCO3)oc2ccc(Br)cc12	6	x	-0.2	x	5	0	12	4	-21
CC(O)[C@H]1CNC(=O)C(=O)N1CCC12CC3CC(CC(C3)C1)C2 (stereo not given in full)	7	-1.2	-0.1	3	-4	0	36	-5	1
CC(=O)c1c(C)[nH]c(C(=O)N2CC(C)CC(C)C2)c1C (stereo not given)	-3	-3.4	0.0	4	4	0	-3	4	-11
CCCCCCc1c(C)[nH]c2nc3ccccc3n2c1=O	1	-0.1	0.0	3	9	0	9	7	2
CCOc1ccccc1NC(=O)c1cc(CC(C)C)oc1C	-6	-1.7	0.0	-4	-1	3	5	0	4
Cc1ccc(C)n1-c1sc2c(c1C#N)CCCC2	-2	1.4	0.0	2	3	1	-1	-1	-4
CCC(Sc1ncnc2c1c(-c1ccccc1)cn2-c1ccc(OC)cc1)C(=O)OC (stereo not given)	2	-3.9	0.6	1	5	0	12	7	-1
CCOc1ccc(NC(=O)C2CCC(C)(C(=O)O)C2(C)C)cc1 (stereo not given)	3	1.0	0.0	2	0	3	-1	3	-1
COc1ccccc1NS(=O)(=O)c1cc(C(=O)NCC(c2ccc(F)cc2)N2CCOCC2)ccc1C (stereo not given)	-1	-1.0	0.1	0	2	1	21	-5	10
Cc1ccc(-c2nn(-c3ccccc3)cc2C2CC(c3cccs3)=NN2C(=O)CCC(=O)O)cc1 (stereo not given)	-4	-2.5	-0.2	-5	1	0	18	-9	1
CCOc1ccc(NC(=S)N(CCc2c(C)[nH]c3ccc(C)cc23)Cc2ccco2)cc1	-3	4.2	0.1	1	7	0	-18	5	1
CN(CC1CCCN(CCc2cccc(C(F)(F)F)c2)C1)C(=O)c1ccco1 (stereo not given)	7	-0.6	0.2	0	2	0	7	7	0
CCC(=O)Nc1cccc(C2=NOC3(C2)C[C@@H](C(N)=O)N(C(=O)C2(C)CC2)C3)c1 (stereo not given in full)	4	1.9	0.1	-2	2	2	20	5	4
Cc1[nH]c(=O)c(Cc2ccccc2)c(O)c1C#N	2	1.7	0.1	-4	0	x	12	-3	0
Cc1cccc(N/N=C/c2ccc(C)s2)c1	2	1.2	-0.1	3	7	6	4	1	1
